Source: PubChem BioAssay
HKDC1 inhibitor: HKDC1 (human) hexokinase inhibition; Q2TB90; recombinant HKDC1, G6PDH/diaphorase resazurin coupled fluorescence; inhibition, % at 20 µM; 0.16% of 340,000 active; AID 493160;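 active = inhibition above about 35% when tested at 20 µM, limit read from the data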;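 also: plate controls were DMSO wells with enzyme for no effect and DMSO wells lacking enzyme for full effect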
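Assay system – recombinant HKDC1 (HK5) hexokinase enzyme, produced in-house · Input – HKDC1 at 5 µg/mL · Reagent – glucose plus 1 mM ATP as hexokinase substrates · Timing – 90 min reaction incubation at room temperature, dark · Measured by – G6PDH/diaphorase-coupled fluorescence, 1 mM NADP, 100 µM resazurin, 525/613 nm · Benchmarks – DMSO-enzyme wells negative, buffer-substituted wells positive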
SENP8 block: blocks human SENP8 cleavage of Nedd8 substrate | inhibition, % at 20 µM | Q96LD8 | recombinant SENP8, Nedd8 substrate fluorescence | 0.64% of 360,000 active; in the data active = inhibition mostly above about 40%, no sharp cut-off; inactive = mostly below about 27%
Target sequence (Q96LD8 whole entry, looked up): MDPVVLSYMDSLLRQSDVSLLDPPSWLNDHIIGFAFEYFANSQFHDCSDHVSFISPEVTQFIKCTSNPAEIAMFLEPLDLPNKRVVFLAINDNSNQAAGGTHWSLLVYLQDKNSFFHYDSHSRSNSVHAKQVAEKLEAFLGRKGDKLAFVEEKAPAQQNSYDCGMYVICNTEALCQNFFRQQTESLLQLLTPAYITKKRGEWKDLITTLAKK
SENP7 block: inhibitors of human SENP7 protease; recombinant SENP7, Z-RLRGG-aminoluciferin luminescence, 40 min; inhibition, % at 5 µM; 1.5% of 330,000 active;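 active = inhibition above about 50% at the single test dose, limit read from the data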;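 also: plate controls were DMSO with enzyme for no effect and no enzyme buffer wells for full effect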
PfG6PD inh: PfG6PD (Plasmodium falciparum) enzyme inhibition; PfGluPho enzyme, NADPH resazurin-diaphorase fluorescence; AID 504690; inhibition, % at 20 µM; 0.78% of 350,000 active;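 active = inhibition reaching at least a set limit at 20 µM in the primary screen, cut at about 59% in these data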;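 also: 0% = DMSO wells with substrate and 100% = DMSO wells lacking glucose-6-phosphate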
MPTP block: blocks calcium-induced mitochondrial swelling; isolated mouse mitochondria, Ca2+ swelling absorbance, 30 min; inhibition, % at 10 µM; 1.4% of 360,000 active; AID 602449;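 active = inhibition of 50% or more, scaled per plate between neutral and stimulator controls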;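 also: 0% = DMSO wells given calcium and 100% = 1 mM EGTA wells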
ATG4B inhibitor: blocks human ATG4B protease cleavage of LC3 substrate; AID 504462; Q9Y4P1; ATG4B cleavage of LC3-PLA2, NBD-HPC fluorescence, 1 h; inhibition, % at 8.33 µM; 0.51% of 340,000 active; in the data active = inhibition above about 40%
Target sequence (Q9Y4P1 whole entry, looked up): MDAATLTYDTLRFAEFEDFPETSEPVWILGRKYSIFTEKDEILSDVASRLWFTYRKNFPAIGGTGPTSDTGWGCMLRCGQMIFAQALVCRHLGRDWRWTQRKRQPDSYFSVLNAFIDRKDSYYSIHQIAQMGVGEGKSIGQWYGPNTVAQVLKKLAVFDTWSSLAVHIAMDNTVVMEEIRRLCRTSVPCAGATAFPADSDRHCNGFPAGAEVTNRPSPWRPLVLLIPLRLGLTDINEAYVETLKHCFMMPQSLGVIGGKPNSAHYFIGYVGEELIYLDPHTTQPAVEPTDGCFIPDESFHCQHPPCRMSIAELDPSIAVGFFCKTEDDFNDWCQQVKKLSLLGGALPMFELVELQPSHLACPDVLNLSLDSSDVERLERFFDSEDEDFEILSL
SENP6 block: SENP6 protease inhibition. Q9GZR1. Recombinant SENP6 catalytic domain, aminoluciferin luminescence. inhibition, % at 10 µM. 1.8% of 330,000 active;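 active = inhibition above about 50% at the single tested dose, limit read from the data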;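 also: plate controls were DMSO wells with enzyme for no effect and DMSO wells lacking enzyme for full effect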
Target sequence (Q9GZR1 628-1112 limits assumed): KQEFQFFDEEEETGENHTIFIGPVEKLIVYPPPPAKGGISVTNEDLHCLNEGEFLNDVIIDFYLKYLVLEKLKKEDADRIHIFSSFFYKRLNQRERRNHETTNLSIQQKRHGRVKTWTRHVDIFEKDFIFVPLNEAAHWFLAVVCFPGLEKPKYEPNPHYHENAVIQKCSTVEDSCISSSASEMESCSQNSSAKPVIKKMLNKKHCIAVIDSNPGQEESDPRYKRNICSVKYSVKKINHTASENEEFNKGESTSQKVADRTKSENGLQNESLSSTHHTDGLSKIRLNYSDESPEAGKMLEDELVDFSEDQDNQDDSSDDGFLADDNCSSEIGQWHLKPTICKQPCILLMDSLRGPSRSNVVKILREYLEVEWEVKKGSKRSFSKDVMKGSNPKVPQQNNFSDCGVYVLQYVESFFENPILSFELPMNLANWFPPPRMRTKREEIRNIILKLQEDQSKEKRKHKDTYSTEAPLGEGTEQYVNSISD
GRIN3A LBD mod: modulators (binders) of human NR3A ligand-binding domain; Tm shift relative to glycine control, % at 25 µM; AID 1259313; 2.5% of 340,000 active; NR3A LBD differential scanning fluorimetry, Tm shift; 0% = protein alone, 100% = glycine-bound protein;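 active = melting temperature shift of at least 10% of the positive control shift, at one fixed dose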
* = called active by the depositor; / = not tested or not shown.

SMILES	HKDC1 inhibitor	SENP8 block	SENP7 block	PfG6PD inh	MPTP block	ATG4B inhibitor	SENP6 block	GRIN3A LBD mod
COc1ccccc1NC(=O)CSCc1cc(=O)n2ccsc2n1	-7	6	-3	-7	3.6	-2	7	-2
O=C(COc1ccc(F)cc1Br)N1CCN(c2ncccn2)CC1	6	-23	1	-8	-2.6	5	-10	-1
O=C(O)c1ccc(N2C(=O)CC(SC(=Nc3ccccc3)Nc3ccccc3)C2=O)cc1 (configuration not stated)	-6	15	-1	-9	-2.0	-8	-4	-8
COc1cc(OC)cc(C(=O)Nc2cc(C)nn2-c2ccccc2)c1	2	11	5	-18	-0.8	-7	-6	-6
CCc1cc(C(=O)NCC(c2ccco2)N2CCCCC2)sc1C (configuration not stated)	-6	10	-7	12	0.1	2	-3	-1
CCOC(=O)c1nc(-c2ccc3c(c2)OCO3)[nH]c1C	-3	-62	12	31	-0.8	-1	20	2
COc1ccc([N+](=O)[O-])cc1NC(=O)c1cccs1	2	5	9	7	-4.4	-10	15	0
S=C(NCCc1ccccc1)N/N=C/c1ccccc1Cl	-4	22	1	7	3.3	12	3	-1
Cc1cccc(C(=O)NC2CC3CCCC(C2)N3C(=O)Nc2ccccc2)c1 (configuration not stated)	0	24	-11	-6	1.9	11	-29	-2
CC1CCCN(CCCNC(=O)C2CC(=O)N(c3ccc(F)c(Cl)c3)C2)C1 (configuration not stated)	-5	12	0	11	-1.8	3	-1	0
CCNC(=S)/N=C(\N)Nc1nc(C)c2cc(C)ccc2n1	13	4	-10	2	0.8	-6	-19	-3
C/C(N)=N\S(=O)(=O)c1ccc(Cl)cc1	1	22	9	-14	0.2	0	-28	-1
CCOc1cc(CNCC2CCCN2CC)cc(Cl)c1OC (configuration not stated)	-5	24	-4	-2	-1.5	4	-20	0
O=C(NCc1cccc(C(F)(F)F)c1)C1CCCN(c2ncccn2)C1 (configuration not stated)	-4	-52	15	35	1.4	0	1	1
CC(=O)N1CCCc2cc(S(=O)(=O)N3CCCC(C(=O)N4CCN(c5cccc(Cl)c5)CC4)C3)ccc21 (configuration not stated)	-1	8	-5	19	3.6	-8	16	4
CCOc1ccc(NC(=O)CN(C)C(=O)CSC(C)C(=O)Nc2cc(C)on2)cc1OCC (configuration not stated)	-4	4	-12	17	0.7	-6	-5	0
COc1ccc(NC(=O)c2cc(C)cc(C)c2)cc1S(=O)(=O)N1CCCCC1	-3	12	2	-10	-2.2	-5	-21	-2
CCC1CCCCN1CCCNC(=O)CCC(=O)N1CCOc2ccccc21 (configuration not stated)	-5	10	-2	-5	-1.5	-6	0	-2
COc1ccccc1C(=O)Nc1cc(C)on1	-5	6	2	7	-0.9	1	1	-1
COc1ccc(CNS(=O)(=O)c2ccc(OC)cc2)cc1	-4	12	3	-2	-2.1	2	5	-8
CN(C)CCCNc1ncnc2c1cnn2Cc1ccccc1Cl	-4	10	-6	-11	0.5	4	-10	-1
O=C(Nc1ccc(NC(=O)c2cccs2)c(Cl)c1)c1ccco1	-3	2	-9	8	3.4	1	5	-4
N#C/C(=C\c1cc(Br)ccc1F)C(=O)NC1CC1	7	5	11	16	0.9	-4	-6	1
O=C(COC(=O)c1cccnc1Nc1ccccc1F)NCCN1C(=O)CSC1=O	3	-21	10	-1	-0.9	-23	7	2
CCCCCNCC(=O)Nc1cccc(C(=O)Nc2cccc(C(F)(F)F)c2)c1	2	2	5	17	8.2	1	-16	-5
Additional compounds:
SMILES	HKDC1 inhibitor	SENP8 block	SENP7 block	PfG6PD inh	MPTP block	ATG4B inhibitor	SENP6 block	GRIN3A LBD mod
O=C(O)c1ccccc1NCN1C(=O)C2CC=C(Cl)CC2C1=O (configuration not stated)	6	-152	2	2	1.8	-7	-2	-6
C/C(=N\OC(=O)Nc1ccccc1)c1ccc(C)cc1	-3	28	73*	19	3.4	-2	67*	-8
COc1ccccc1NC(=O)CN1CCN(CC(=O)Nc2ccc3c(c2)OCO3)CC1	-3	23	-8	11	-3.6	-7	1	-3
COc1ccc2nc(N3CCN(C(=O)c4ccc5ncsc5c4)CC3)sc2c1	-3	3	-1	-8	-0.8	2	5	-4
CSc1ccc(-c2nc(O)c3cnccn23)cc1	0	-30	-8	4	0.8	-5	-4	1
CN(CC(=O)Nc1cccc(F)c1)C(=O)c1cccnc1Sc1ccccc1	-5	-6	10	5	-1.4	-4	-9	2
O=P(OCC1CC1)(c1ccccc1)c1ccccc1	7	11	-2	3	0.5	-4	-11	1
COc1ccc(CCNC(=O)c2cccnc2)cc1OC	-10	19	4	-9	0.0	3	6	0
CCC1(C)CC(c2csc(N)n2)CCO1 (configuration not stated)	0	2	5	-19	-3.2	22	-18	-1
COc1cc(OC)cc(C(=O)OCC(=O)NCc2ccco2)c1	-3	-3	12	-3	-0.5	4	-12	0
CCOc1cccc(=O)c2c(C)n(C)c(C)c12	-3	17	-5	19	0.5	4	18	-3
NCC1CCC(C(=O)Oc2ccc(CCC(=O)O)cc2)CC1 (configuration not stated)	2	3	4	-16	1.5	-1	19	2
C[C@H](NC(=O)[C@H](Cc1ccccc1)n1c(=O)[nH]c2ccccc2c1=O)C(=O)N1CCC[C@H]1C(=O)O	-6	20	-4	10	-0.4	0	0	-4
Cc1csc(NC(=O)c2ccc(Cn3nc(C)c(Br)c3C)o2)n1	-2	-5	2	-3	4.7	5	-6	-4
Cc1cccc(NC(=O)Cc2ccc(Br)cc2)n1	1	6	-7	-5	1.4	3	16	-1
COc1ccc(-c2cc(-c3cccnc3)c(C#N)c(N)n2)cc1	2	-404	-9	7	1.9	-7	-8	-1
CS(=O)(=O)N(CCc1ccccc1)CC(=O)Nc1ccc(Br)cc1F	4	15	6	-8	0.9	-2	-18	0
O=C(OCc1ccc([N+](=O)[O-])cc1)c1cnc(Cl)c(Cl)c1	-2	15	-2	11	-0.7	-9	-2	1
O=C(NCc1ccco1)C1CCCN(c2nnc(-n3cccc3)s2)C1 (configuration not stated)	-2	3	11	-2	-0.3	1	-6	-2
CC1CC(C)CN(CCCNC(=O)c2cc3c(s2)-c2ccccc2OC3)C1 (configuration not stated)	3	-434	-2	12	0.6	-3	-6	-4
CC(OC(=O)c1ccc2ncsc2c1)C(=O)Nc1ncc(Cl)cc1Cl (configuration not stated)	3	-22	-8	-8	2.9	5	-21	-3
COc1cc2c(cc1OC)C(=O)CCS2	-6	-475	-10	-11	-1.7	-9	-26	0
O=[N+]([O-])c1cc(S(=O)(=O)Nc2ccccc2)ccc1NCc1ccccc1	5	19	-5	-25	3.3	-4	-4	9
Cc1occc1-c1nnc(SCC(=O)N2CCCCC2C)o1 (configuration not stated)	-1	2	3	8	-0.5	-49	9	2
O=C(CSc1nc2[nH]ncc2c(=O)[nH]1)Nc1ccccc1F	-10	15	-6	-19	-1.2	5	-3	14*
Next section.
SMILES	HKDC1 inhibitor	SENP8 block	SENP7 block	PfG6PD inh	MPTP block	ATG4B inhibitor	SENP6 block	GRIN3A LBD mod
CCOc1ccc(S(=O)(=O)N(C)CC(=O)N2CCCC2)cc1	-8	-2	-5	7	0.9	4	7	-1
O=C(CNc1ccccc1)N/N=C/c1cc([N+](=O)[O-])ccc1N1CCCC1	4	12	-4	20	0.6	-7	-12	2
CCOC(=O)c1c(NC(=O)C2c3ccccc3Oc3ccccc32)sc(C(N)=O)c1C	-4	14	8	13	-4.4	-11	-14	-10
CC(C)=CCc1c(O)c(CC=C(C)C)c2c(c1O)C(=O)CC(c1ccc(O)cc1)O2 (configuration not stated)	-1	23	0	8	0.4	4	-10	15*
COc1cccc(-c2cc(C(=O)Nc3cccc(O)c3)no2)c1	7	9	97*	4	0.0	4	99*	24*
C#CC[N+](C)(C)CCCCCCCCC	-8	16	2	-2	0.7	-4	-10	0
COc1ccc(NC(=O)C(NC(C)=O)C(=O)Nc2ccc(F)cc2)cc1 (configuration not stated)	1	14	-7	6	0.3	-6	-28	0
C=CCNC(=S)N/N=C/c1ccc(-c2ccc(OC)cc2)o1	-8	-398	6	-11	-1.8	3	12	-6
Cc1[nH]c2ccccc2c1C(=O)COC(=O)c1nccnc1N	-2	-494	6	8	-0.6	-7	13	0
O=C(Nc1ccccc1N1CCCC1)c1ccc([N+](=O)[O-])o1	7	40*	14	4	0.2	6	22	-1
O=C(Nc1ccc(F)cc1)/C(=C1/CCCCCN1)[N+](=O)[O-]	-1	14	7	15	-0.7	-4	0	-1
COc1ccc(C(=O)CCNc2cccc(Cl)c2)cc1	-14	12	-3	8	11	4	-2	-23
CCc1ccccc1NC(=O)CN(C)C(=O)COC(=O)c1cccnc1Cl	-5	11	-2	-11	-0.9	-2	0	0
COc1cccc(/C(O)=C2/C(=O)C(=O)N(CCN(C)C)C2c2ccccn2)c1 (configuration not stated)	-4	17	1	23	-0.3	-4	-17	-1
CC(C)(C)NC(=O)NC(=O)COC(=O)c1cc[n+]([O-])cc1	-2	4	5	4	1.6	-1	-6	0
Cc1cc(C)cc(NC(=O)C2CCN(C(=O)c3cccs3)CC2)c1	-5	11	4	-5	-2.7	-2	-7	2
O=C(O)c1ccc(-c2nnc(-c3ccc([N+](=O)[O-])cc3)o2)cc1	3	25	1	-12	0.2	-1	-20	-2
COc1ccccc1CNC(=O)C1CCN(S(=O)(=O)c2ccc3c(c2)NC(=O)CO3)CC1	0	4	1	0	-2.7	-7	-4	-1
CCC(=O)Nc1nnc(SCC(=O)NCC2CCCO2)s1 (configuration not stated)	-5	1	-9	5	-0.9	-2	-2	-1
O=c1[nH]nc(Br)c(=O)n1C(c1ccccc1)c1ccccc1	4	6	/	-26	1.7	1	/	0
Cc1cc(NC(=O)COC(=O)c2cccc(S(=O)(=O)N(C)C3CCCCC3)c2)no1	0	15	-1	-13	0.3	-5	-2	-2
Clc1ccc(C[n+]2cc(-c3ccc(Cl)cc3)n3c2CCC3)cc1	-3	13	2	-8	3.6	7	5	4
O=C(CN1CCC(NC(=O)Nc2ccc(F)cc2)CC1)Nc1ccccc1[N+](=O)[O-]	6	16	1	-12	1.7	-3	4	-7
COC(=O)Cc1[nH]nc2c1C1(C(=O)N(Cc3ccccc3)c3ccccc31)C(C#N)=C(N)O2 (configuration not stated)	0	-1	3	6	2.3	-11	1	1
C/C=C(\C)CN1CCC(n2nccc2NC(=O)c2ccc(OC)cc2)CC1	-7	14	-8	11	-2.5	-12	-7	-1
CC(C)c1ccc(NC(=O)C(=O)c2cn(CC(=O)N3CCCCC3)c3ccccc23)cc1	16	25	-4	-5	1.2	-4	3	1
CCOC(=O)C1=NN(C(=O)Nc2cccc(C(F)(F)F)c2)C2C(=O)N(c3cccc(C(F)(F)F)c3)C(=O)C12 (configuration not stated)	-5	-20	0	-8	-3.6	-12	5	-1
Cc1cc(C(=O)N/N=C/c2ccc(-c3cccc(Cl)c3Cl)o2)n[nH]1	-1	-304	-3	1	6.7	50*	-23	13*
O=C(/C=C/c1ccco1)NC(=S)Nc1ccccc1N1CCCC1	-2	12	11	-1	-3.1	14	11	-13

Single records, from the list above. Order of values: HKDC1 inhibitor, SENP8 block, SENP7 block, PfG6PD inh, MPTP block, ATG4B inhibitor, SENP6 block, GRIN3A LBD mod
Shown for `CC1CCCN(CCCNC(=O)C2CC(=O)N(c3ccc(F)c(Cl)c3)C2)C1` (configuration not stated) → -5, 12, 0, 11, -1.8, 3, -1, 0
Shown for `CCCCCNCC(=O)Nc1cccc(C(=O)Nc2cccc(C(F)(F)F)c2)c1` → 2, 2, 5, 17, 8.2, 1, -16, -5
Shown for `COc1cc(OC)cc(C(=O)OCC(=O)NCc2ccco2)c1` → -3, -3, 12, -3, -0.5, 4, -12, 0
Shown for `CCOc1ccc(S(=O)(=O)N(C)CC(=O)N2CCCC2)cc1` → -8, -2, -5, 7, 0.9, 4, 7, -1

Three entries from above, ordered by SMILES length, smallest number first:
SMILES	HKDC1 inhibitor	SENP8 block	SENP7 block	PfG6PD inh	MPTP block	ATG4B inhibitor	SENP6 block	GRIN3A LBD mod
C=CCNC(=S)N/N=C/c1ccc(-c2ccc(OC)cc2)o1	-8	-398	6	-11	-1.8	3	12	-6
C/C=C(\C)CN1CCC(n2nccc2NC(=O)c2ccc(OC)cc2)CC1	-7	14	-8	11	-2.5	-12	-7	-1
CC(C)c1ccc(NC(=O)C(=O)c2cn(CC(=O)N3CCCCC3)c3ccccc23)cc1	16	25	-4	-5	1.2	-4	3	1
